Pol eta inh: DNA polymerase eta (human) inhibition; recombinant Pol eta, fluorescent DNA replication assay; Potency, µM (series often up to 114 µM), for the others: at the top dose activity change, negative = inhibition, hits mostly inhibitors; 390,000 tested, 1.2% active; Q9Y253; note: % is set by controls: 0 for no effect and ±100 for the full control effect
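Fluorescent replication assay: 50 nM final substrate added after a 15 min room-temperature compound preincubation with 10 nM enzyme. Signal taken at 0 min and again at 10 min.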
BLM inh: blocks DNA unwinding by human BLM helicase. P54132. recombinant BLM DNA unwinding, fluorescence dequenching. Potency, µM (titrated, usually from 56.1 µM), without a hit: at the top dose activity change, negative = inhibition, hits mostly inhibitors. 350,000 tested, 0.2% active;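 note: plate controls were vehicle for no effect and no enzyme for full effect; nearly all actives have a fitted effect of over 35% in size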
Target sequence (P54132 whole entry, looked up): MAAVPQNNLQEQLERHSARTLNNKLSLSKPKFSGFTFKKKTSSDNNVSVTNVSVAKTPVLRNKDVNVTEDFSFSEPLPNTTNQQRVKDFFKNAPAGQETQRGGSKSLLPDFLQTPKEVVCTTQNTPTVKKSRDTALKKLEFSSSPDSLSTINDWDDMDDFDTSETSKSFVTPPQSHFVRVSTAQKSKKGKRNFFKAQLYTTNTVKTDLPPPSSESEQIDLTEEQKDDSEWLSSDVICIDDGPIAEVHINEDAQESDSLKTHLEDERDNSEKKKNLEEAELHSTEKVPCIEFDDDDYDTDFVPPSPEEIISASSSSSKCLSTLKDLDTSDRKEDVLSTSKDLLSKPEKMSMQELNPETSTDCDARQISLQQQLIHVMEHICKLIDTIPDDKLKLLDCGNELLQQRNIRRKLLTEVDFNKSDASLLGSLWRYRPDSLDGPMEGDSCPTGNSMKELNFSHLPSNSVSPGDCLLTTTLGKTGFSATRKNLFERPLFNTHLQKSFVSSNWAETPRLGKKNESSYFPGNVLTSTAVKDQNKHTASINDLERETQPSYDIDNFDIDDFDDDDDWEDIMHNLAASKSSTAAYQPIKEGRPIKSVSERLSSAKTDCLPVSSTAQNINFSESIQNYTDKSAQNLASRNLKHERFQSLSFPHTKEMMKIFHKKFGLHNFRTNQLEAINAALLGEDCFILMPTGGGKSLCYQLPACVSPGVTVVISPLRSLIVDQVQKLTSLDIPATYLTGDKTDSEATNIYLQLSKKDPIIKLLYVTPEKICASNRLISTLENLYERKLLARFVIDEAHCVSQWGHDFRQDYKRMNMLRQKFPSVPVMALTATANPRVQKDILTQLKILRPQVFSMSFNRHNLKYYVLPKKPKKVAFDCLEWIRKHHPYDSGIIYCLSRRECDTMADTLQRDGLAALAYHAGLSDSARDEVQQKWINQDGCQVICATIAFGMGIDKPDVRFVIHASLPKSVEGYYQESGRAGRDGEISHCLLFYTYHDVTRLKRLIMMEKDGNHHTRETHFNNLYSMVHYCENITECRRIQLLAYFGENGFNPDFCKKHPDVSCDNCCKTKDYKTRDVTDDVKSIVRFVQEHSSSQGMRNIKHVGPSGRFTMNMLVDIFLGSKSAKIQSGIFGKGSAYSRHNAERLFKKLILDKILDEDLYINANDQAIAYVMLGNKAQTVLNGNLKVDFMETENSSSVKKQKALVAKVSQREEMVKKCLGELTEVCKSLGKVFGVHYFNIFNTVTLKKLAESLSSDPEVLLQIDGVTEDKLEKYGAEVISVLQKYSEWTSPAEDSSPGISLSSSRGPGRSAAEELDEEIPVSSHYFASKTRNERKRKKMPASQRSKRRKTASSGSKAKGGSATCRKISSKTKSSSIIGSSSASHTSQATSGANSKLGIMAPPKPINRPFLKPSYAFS
Pol iota inh: blocks human DNA polymerase iota activity | Q9UNA4 | Pol iota fluorescent replication assay, 10 min | Potency, µM (highest dose often 115 µM), for the others: at the highest dose activity, negative = inhibition, hits mostly inhibitors | 390,000 tested, 1% active | AID 588590
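Pol iota at 10 nM preincubated 15 min with compounds at room temperature; reaction started with fluorescent substrate, 50 nM final. Fluorescence read kinetically at 0 and 10 min; buffer-only wells as negative control.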
Apoferritin bind: candidate novel general anesthetic via apoferritin binding. P02791. apoferritin/1-aminoanthracene competitive binding, fluorescence. Potency, µM (top dose mostly 77.5 µM), for inactives: at the highest dose activity change, negative = displacement, hits mostly inhibitors. 350,000 tested, 0.074% active; note: % is set by controls: 0 for no effect and ±100 for the full control effect; nearly all actives have a fitted effect of over 20% in size
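Horse-spleen apoferritin (10 uM) in 50% saturated 1-aminoanthracene in PBS was incubated 10 min at room temperature with compound. Fluorescence (ex 380, em 535 nm) was normalized to free and bound 1-AMA, with concentration-response fitted by a four-parameter Hill equation.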
APE1 inh: APE1 (human) endonuclease inhibition; Potency, µM (doses to about 65.8 µM), inactives show at the highest dose activity change, negative = inhibition, actives largely listed as inhibitors; AID 2517; P27695; 350,000 tested, 0.35% active; recombinant APE1, TAMRA/BHQ-2 abasic DNA cleavage fluorescence;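 note: plate controls were vehicle for no effect and reference inhibitor for full effect; nearly all actives have a fitted effect of over 55% in size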
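Enzyme (0.75 nM final) and test compound are incubated 15 min at room temperature before adding 50 nM quenched THF abasic-site duplex. Cleavage dequenches TAMRA, followed at 525/598 nm over three reads one minute apart.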
POLB inh: inhibitors of human DNA polymerase beta | P06746 | Pol beta primer extension/strand displacement, fluorescence kinetic | Potency, µM (highest dose often 114 µM), inactives show at the top dose activity change, negative = inhibition, actives largely listed as inhibitors | 340,000 tested, 1.3% active | AID 485314; note: % is set by controls: 0 for no effect and ±100 for the full control effect
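Homogeneous kinetic assay of primer extension and strand displacement by 10 nM Pol beta, preincubated 15 min at room temperature with compound before 50 nM substrate (final) was added. Read at 0 and 10 min; four-parameter Hill fit.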
BAZ2B block: blocks human BAZ2B; Potency, µM (titrated, usually from 114 µM), for inactives: at the top dose activity change, negative = inhibition, actives largely listed as inhibitors; AlphaScreen BAZ2B-H3K14Ac peptide displacement; Q9UIF8; 360,000 tested, 4.4% active; note: % is set by controls: 0 for no effect and ±100 for the full control effect; nearly all actives have a fitted effect of over 60% in size
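In this displacement format the biotinylated H3(5-23) peptide acetylated at Lys14 serves as ligand at 50 nM, with BAZ2B at 50 nM in PBS pH 7.4 containing 0.01% Tween-20. Donor and acceptor beads are 10 ug/mL final.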
G9a inh: inhibitors of human histone lysine methyltransferase G9a. Q96KQ7. G9a H3K9 monomethylation, AlphaScreen, 2 h. Potency, µM (top dose mostly 102 µM), inactives show at the top dose activity, negative = inhibition, hits mostly inhibitors. 350,000 tested, 8.8% active. AID 504332; note: % is set by controls: 0 for no effect and ±100 for the full control effect; nearly all actives have a fitted effect of over 75% in size
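Step 1: enzyme (final 20 nM) with compound, 15 min RT. Step 2: substrate peptide 500 nM and SAM 20 uM, 2 h RT. Step 3: anti-H3K9me1 antibody and AlphaScreen beads, 10 min, then plate read.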
Pol kappa inh: DNA polymerase kappa (human) inhibition | Q9UBT6 | purified Pol kappa, fluorescent DNA synthesis assay, 10 min | Potency, µM (doses to about 107 µM), inactives show top-dose activity, negative = inhibition, usual class: inhibitors | 400,000 tested, 0.53% active | AID 588579; note: % is set by controls: 0 for no effect and ±100 for the full control effect
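Kinetic fluorescence readout at 0 and 10 min followed reaction start with substrate at 50 nM final. Beforehand, enzyme (10 nM Pol kappa) stood 15 min with compound at room temperature; buffer-only wells were negative controls.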
An asterisk follows results filed as active; & = joins results of further samples; [ ] = dose if it differs, or a comment. Calls come from the whole dose curve; as a rule, active = well fitted curve in the direction sought with a large enough effect; inconclusive = small, poorly fitted or top-dose-only effect, or another doubt; inactive = no such curve, though single readings can be large; an effect the other way counts as inactive or inconclusive. Potency is the fitted concentration of half-maximal effect. This is a subset; count on the stated rates, not on these rows.

`COc1cc(C(=O)Nc2cccc(-c3nc4ccccc4o3)c2C)cc(OC)c1OC` gave Pol eta inh -21%, BLM inh -2%, Pol iota inh 18%, Apoferritin bind -10%, APE1 inh 0%, POLB inh 1%, BAZ2B block 25%, G9a inh -10%[59 µM] and Pol kappa inh -4%.
O=C(Nc1cc(F)ccc1F)c1ccc(-n2cncn2)c([N+](=O)[O-])c1 was read as Pol eta inh -20%, Pol iota inh 13%, APE1 inh 35%, BAZ2B block -3%, G9a inh inconclusive and Pol kappa inh 8%.
Screening O=C(NC1CCCCC1)c1ccccc1NC(=O)C1CC(=O)N(c2ccc(Cl)cc2)C1 (stereo unspecified) returned Pol eta inh -3%, BLM inh 1%, Pol iota inh 17%, Apoferritin bind -6%, APE1 inh -1%, POLB inh 23%, BAZ2B block 11%, G9a inh inconclusive and Pol kappa inh -4%.
CC(C)(C)c1ccc(-c2nnc(SCC(=O)NC3CC3)o2)cc1 was read as Pol eta inh -3%, Pol iota inh 4%, APE1 inh -10%, BAZ2B block -6%, G9a inh inconclusive and Pol kappa inh -9%.
For CCOC(=O)c1cnc2ccc(OC)cc2c1Nc1ccc(N2CCN(C)CC2)cc1 the results were Pol eta inh -2%, BLM inh 43%[activator], Pol iota inh 15%, Apoferritin bind 3%, APE1 inh -19%, POLB inh 21%, BAZ2B block 35µM*, G9a inh 35µM* and Pol kappa inh -17%.
`COc1ccc(NC(=O)CCSc2nc(-c3ccco3)cc(C(F)(F)F)n2)cc1` gave Pol eta inh -10%, BLM inh -4%, Pol iota inh 12%, Apoferritin bind -16%, POLB inh 3%, BAZ2B block 0%, G9a inh -4%[59 µM] and Pol kappa inh -3%.
For COc1cc(NC(=O)C2CCCN2C(=O)C2CCC(C)CC2)cc(OC)c1OC (stereo unspecified) the results were Pol eta inh -1%, BLM inh 2%, Pol iota inh 45%[activator], Apoferritin bind -10%, APE1 inh 1%, POLB inh 9%, BAZ2B block -8%, G9a inh -14%[59 µM] and Pol kappa inh 17%.
Screening c1ccc(-c2noc(CC3CCCCC3)n2)nc1 returned Pol eta inh -13%, BLM inh -1%, Pol iota inh 21%, Apoferritin bind inconclusive, APE1 inh 12%, POLB inh 6%, BAZ2B block 6% and Pol kappa inh 5%.
For Cc1cc(C)cc(Oc2c(C(F)(F)F)oc3cc(OCC(=O)NC4CCCCC4)ccc3c2=O)c1 the results were BLM inh -3%, Pol iota inh 19%, Apoferritin bind inconclusive, POLB inh -14%, BAZ2B block 2%, G9a inh -4%[59 µM] and Pol kappa inh -14%.
`Cc1cc(Cl)ccc1OCC(=O)Nc1ccccc1N1CCOCC1` gave Pol eta inh -20%, BLM inh -8%, Pol iota inh -5%, Apoferritin bind -1%, APE1 inh -3%, POLB inh 8%, BAZ2B block 10%, G9a inh 8% and Pol kappa inh -11%.
O=C(Cc1ccccc1)NNC(=O)c1cccs1 was read as Pol eta inh -14%, BLM inh 2%, Pol iota inh 0%, Apoferritin bind -8%, APE1 inh -1%, POLB inh 0%, BAZ2B block 1%, G9a inh 13%[59 µM] and Pol kappa inh -6%.
Screening CCCCN(C)C(=O)CSc1c2c(nc3ccc(Cl)cc13)CCCC2 returned Pol eta inh 9%, BLM inh 1%, Pol iota inh -3%, Apoferritin bind inconclusive, POLB inh -4%, G9a inh 3%[59 µM] and Pol kappa inh 10%.
Screening COc1cc(-c2cc(C(=O)Nc3ccncc3)c3ccccc3n2)cc(OC)c1OC returned Pol eta inh -14%, Pol iota inh 10%, APE1 inh -27%, BAZ2B block 8%, G9a inh inconclusive and Pol kappa inh -10%.
`COc1ccccc1NC(=O)Nc1ccccc1Br` gave Pol eta inh -13%, BLM inh -5%, Pol iota inh -19%, Apoferritin bind -10%, APE1 inh -4%, POLB inh 25%, BAZ2B block -2%, G9a inh -5% and Pol kappa inh -1%[60.1 µM].
`CCC(OC(=O)CNS(=O)(=O)c1ccccc1)C(=O)c1ccccc1` (stereo unspecified) gave Pol eta inh -4%, BLM inh -3%, Pol iota inh 0%, Apoferritin bind -1%, APE1 inh -1%, POLB inh 42%, BAZ2B block 7%, G9a inh 14% and Pol kappa inh -3%.
`Cc1ccc(CNC(=O)COC(=O)c2cc(=O)[nH]c3ccccc23)cc1` gave Pol eta inh 2%, Pol iota inh 22%, APE1 inh -7% and Pol kappa inh -5%.
`O=C(O)Cc1ccc(CCNS(=O)(=O)c2ccc(Cl)cc2)cc1` gave BLM inh 4%&4%, Apoferritin bind 0%, APE1 inh -7%, G9a inh -39%[12.7 µM] and Pol kappa inh -2%[19.4 µM].
Screening COCc1c(C(=O)NCc2ccccc2CN2CCCC2)oc2ccccc12 returned Pol eta inh -6%, Pol iota inh 19%, APE1 inh 27%, BAZ2B block 0%, G9a inh 23%[12.7 µM] and Pol kappa inh 13%.
For C/C(Cc1ccccc1)=N\NC(=O)CNC(=O)c1ccc2c(c1)OCCO2 the results were Pol eta inh -28%, BLM inh -2%, Pol iota inh -3%[58.9 µM], Apoferritin bind inconclusive, APE1 inh -3%, POLB inh 1%, BAZ2B block -6%, G9a inh -3% and Pol kappa inh -5%.
CN(Cc1cccnc1)C(=O)c1cc(S(=O)(=O)Nc2ccccc2F)ccc1Cl was read as Pol eta inh -19%, Pol iota inh 9%, APE1 inh 41%[activator], BAZ2B block -2%, G9a inh -45% and Pol kappa inh 0%.
For Cc1ccc(OP(=O)(Nc2c(C)n(C)n(-c3ccccc3)c2=O)Oc2ccc(C)cc2)cc1 the results were Pol eta inh -3%, BLM inh -4%, Pol iota inh 24%, Apoferritin bind 0%, APE1 inh -1%, POLB inh 5%, BAZ2B block -18%, G9a inh -4%[59 µM] and Pol kappa inh -3%.
`CC1(C)C(=O)OC(c2c(F)c(F)c(F)c(F)c2F)C2(CCCCC2)C1=O` (stereo unspecified) gave Pol eta inh -13%, BLM inh -7%, Pol iota inh -7%, Apoferritin bind -4%, APE1 inh -3%, POLB inh -28%, BAZ2B block 1%, G9a inh 5%[12.7 µM] and Pol kappa inh -18%.
Screening O=C(O)CSc1nnc(Cn2nnc3ccccc32)n1CCc1ccccc1 returned Pol eta inh 4%, BLM inh -2%, Pol iota inh 4%, Apoferritin bind -5%, APE1 inh 10%, POLB inh 3%, BAZ2B block -5%, G9a inh -19% and Pol kappa inh -10%.
Screening CC(C)OC(=O)c1ccc(NC(=O)Cn2c(-c3nonc3N)nc3ccccc32)cc1 returned Pol eta inh 2%, BLM inh -1%, Pol iota inh inconclusive, Apoferritin bind -5%, APE1 inh inconclusive, POLB inh 11%, BAZ2B block 3%, G9a inh 11%[59 µM] and Pol kappa inh -5%.
Screening O=C(c1cccc([N+](=O)[O-])c1)N1CCN(c2ccc(Nc3ccccc3)nn2)CC1 returned Pol eta inh -18%, BLM inh 0%, Pol iota inh 20%, Apoferritin bind -12%, POLB inh 9%, BAZ2B block -19%, G9a inh 1%[59 µM] and Pol kappa inh -2%[60.1 µM].
`CCCCNC(=S)NNC(=O)c1csc2ccccc12` gave Pol eta inh 5%, BLM inh -6%, Pol iota inh 12%, Apoferritin bind -12%, APE1 inh -1%, POLB inh 26%, BAZ2B block -5%, G9a inh inconclusive and Pol kappa inh -12%.
For COCC(C)n1c(C)cc(C(=O)CN2c3cccc4cccc(c34)S2(=O)=O)c1C (stereo unspecified) the results were Pol eta inh 1%, Pol iota inh -29%, APE1 inh 13%, BAZ2B block -8%, G9a inh 13%[2.33 µM] and Pol kappa inh -4%.
O=C(c1cnn(-c2ccccc2)c1)c1ccc2ccccc2c1O was read as Pol eta inh -4%, BLM inh -7%, Pol iota inh inconclusive, Apoferritin bind -9%, APE1 inh -7%, POLB inh inconclusive, BAZ2B block inconclusive, G9a inh 46%[59 µM] and Pol kappa inh -13%.
COCCN1C(=O)N[C@@H](c2ccco2)C(C(C)=O)=C1C was read as Pol eta inh 0%, BLM inh 0%&-3%, Pol iota inh 27%, Apoferritin bind 2%, APE1 inh -4%&28%, POLB inh 20%, BAZ2B block 2%, G9a inh 7% and Pol kappa inh -31%.
For COc1cc(S(=O)(=O)N2CCCCC2)ccc1NC(C)=O the results were Pol eta inh -8%, BLM inh 0%, Pol iota inh 33%[activator], Apoferritin bind -5%, APE1 inh 6%, POLB inh 4%, BAZ2B block -6%, G9a inh -12%[12.7 µM] and Pol kappa inh -5%.
For Cc1ccccc1C(=O)NC1CCN(CC(=O)NCc2cccs2)CC1 the results were Pol eta inh -11%, BLM inh 4%, Pol iota inh 47%[activator], Apoferritin bind -6%, APE1 inh 5%, POLB inh 15%, BAZ2B block -6%, G9a inh 12%[59 µM] and Pol kappa inh 1%.
`Cc1noc(C)c1S(=O)(=O)Nc1ccc(C(=O)NC2CCCCCC2)cc1` gave Pol eta inh -17%, BLM inh -3%, Pol iota inh 55%[activator], Apoferritin bind -6%, APE1 inh -3%, POLB inh -2%, BAZ2B block -3%, G9a inh -11% and Pol kappa inh -15%.
For CCSc1nnc(NC(=O)C(C)(C(F)(F)F)C(F)(F)F)s1 the results were Pol eta inh 11%, BLM inh -5%, Pol iota inh 13%, Apoferritin bind -13%, APE1 inh 1%, POLB inh -18%, BAZ2B block inconclusive, G9a inh inconclusive and Pol kappa inh -4%.

3 records drawn at random from the list so far:
`CCCCNC(=S)NNC(=O)c1csc2ccccc12` gave Pol eta inh 5%, BLM inh -6%, Pol iota inh 12%, Apoferritin bind -12%, APE1 inh -1%, POLB inh 26%, BAZ2B block -5%, G9a inh inconclusive and Pol kappa inh -12%.
O=C(c1cnn(-c2ccccc2)c1)c1ccc2ccccc2c1O was read as Pol eta inh -4%, BLM inh -7%, Pol iota inh inconclusive, Apoferritin bind -9%, APE1 inh -7%, POLB inh inconclusive, BAZ2B block inconclusive, G9a inh 46%[59 µM] and Pol kappa inh -13%.
Screening O=C(c1cccc([N+](=O)[O-])c1)N1CCN(c2ccc(Nc3ccccc3)nn2)CC1 returned Pol eta inh -18%, BLM inh 0%, Pol iota inh 20%, Apoferritin bind -12%, POLB inh 9%, BAZ2B block -19%, G9a inh 1%[59 µM] and Pol kappa inh -2%[60.1 µM].

Source: PubChem BioAssay
